Compound activity (PubChem)
BioA inh = M. tuberculosis BioA enzyme inhibitors, primary screen, biochemical, plate reader, single point, HTS. purified M. tuberculosis BioA enzyme. inhibition, % at 9.99 µM. 7,8-diaminopelargonic acid synthase BioA (Mycobacterium tuberculosis). AID 602481, 2012. actives 0.096% (n = 360,000); in the data active means inhibition above about 40%
An asterisk follows results filed as active. Not all compounds are listed; rates above refer to the full screens.

How did CC=Cc1ccc2n(c1=O)C[C@@H]1[C@@H](CO)[C@H](C(=O)NCCc3cn(C)cn3)[C@H]2N1C(=O)C1CC1 (mixture of isomers) do in these assays?
BioA inh: 0.2

Results for CCC(=O)N[C@H]1CC[C@@H](CCNS(=O)(=O)c2ccc(Cl)cc2)O[C@@H]1CO ?
BioA inh: -1.6

How did CC(C)CC#Cc1cnc2c(c1)C(=O)N([C@@H](C)CO)C[C@@H](C)[C@H](CN(C)Cc1ccc3c(c1)OCO3)O2 do in these assays?
BioA inh: 0.5

How did CO[C@@H]1CN(C)C(=O)c2cc(NC(C)=O)ccc2OC[C@@H](C)N(CCC(F)(F)F)C[C@@H]1C do in these assays?
BioA inh: -1.6

Results for Cc1cc(C(=O)Nc2cccc3c2O[C@@H](CN(C)C(=O)Nc2ccc4c(c2)OCO4)[C@@H](C)CN([C@H](C)CO)C3=O)n(C)n1 ?
BioA inh: -1.3

How did CCCNC(=O)[C@@H]1[C@@H](CO)[C@@H]2Cn3c(ccc(-c4cccc(F)c4)c3=O)[C@H]1N2C(C)=O do in these assays?
BioA inh: -1.4

What do the screens show for `C[C@@H]1CN([C@@H](C)CO)C(=O)c2cccc(NC(=O)c3ccc(-c4nccs4)cc3)c2O[C@H]1CN(C)S(=O)(=O)c1cn(C)cn1`?
BioA inh: 4.1

Results for COc1ccccc1-c1ccc2c(c1)O[C@@H](CN(C)CC1CCOCC1)[C@H](C)CN([C@H](C)CO)S2(=O)=O ?
BioA inh: -1.7

Results for Cc1ccc(-c2ccc3c(c2)O[C@H](CN(C)Cc2ccccn2)[C@H](C)CN([C@H](C)CO)S3(=O)=O)cc1 ?
BioA inh: -1.2

What do the screens show for `COc1ccc(NC(=O)Nc2ccc3c(c2)CC(=O)N([C@H](C)CO)C[C@H](C)[C@H](CN(C)S(=O)(=O)c2cccs2)O3)cc1`?
BioA inh: -0.2

How did COc1ccc(S(=O)(=O)Nc2ccc3c(c2)CC(=O)N([C@@H](C)CO)C[C@@H](C)[C@H](CN(C)C(=O)Nc2ccc(C(F)(F)F)cc2)O3)cc1 do in these assays?
BioA inh: -0.1

Results for COCC(=O)Nc1ccc2c(c1)C(=O)N(C)C[C@H](OC)[C@@H](C)CN(C(=O)c1ccccn1)[C@@H](C)CO2 ?
BioA inh: 3.7

Results for C[C@@H]1CN([C@H](C)CO)C(=O)c2cc(NC(=O)Nc3ccc4c(c3)OCO4)ccc2O[C@@H]1CN(C)Cc1ccc(C(=O)O)cc1 ?
BioA inh: 0.1

How did CCCNC(=O)[C@@H]1[C@@H](CO)[C@@H]2Cn3c(ccc(/C=C/c4ccccc4)c3=O)[C@H]1N2CCC do in these assays?
BioA inh: -0.4

How did Cc1ccc(S(=O)(=O)Nc2ccc3c(c2)C(=O)N([C@@H](C)CO)C[C@@H](C)[C@H](CN(C)C(=O)Nc2ccc(F)cc2)O3)cc1 do in these assays?
BioA inh: -2.1

What do the screens show for `O=C(CCN1CCCCC1)NCC[C@@H]1CC[C@@H](NS(=O)(=O)c2cccc(Cl)c2)[C@@H](CO)O1`?
BioA inh: -0.6

How did COCC(=O)N(C)C[C@@H]1Oc2cc(-c3cccc(F)c3)ccc2S(=O)(=O)N([C@H](C)CO)C[C@@H]1C do in these assays?
BioA inh: 1.3

What do the screens show for `COc1ccc(S(=O)(=O)N(C)C[C@H]2Oc3ccc(NS(=O)(=O)c4ccc(Cl)cc4)cc3C(=O)N([C@@H](C)CO)C[C@H]2C)cc1`?
BioA inh: -0.7

Results for COc1ccc(CN(C)C[C@@H]2Oc3ccc(NS(=O)(=O)c4ccc(OC)cc4)cc3C(=O)N([C@@H](C)CO)C[C@H]2C)cc1 ?
BioA inh: 1.4

Results for CCCC(=O)Nc1ccc2c(c1)C(=O)N(C)C[C@H](OC)[C@H](C)CN(CCc1ccccc1)[C@@H](C)CO2 ?
BioA inh: 0.1

How did CCS(=O)(=O)N1CCCCN2[C@H](CO)[C@H](c3ccc(-c4ccccc4)cc3)[C@H]2C1 do in these assays?
BioA inh: 0.3

How did C[C@H]1CN([C@@H](C)CO)C(=O)c2cc(NC(=O)Nc3ccccc3)ccc2O[C@H]1CN(C)Cc1ccccc1 do in these assays?
BioA inh: -0.7

How did C[C@H](CO)N1C[C@H](C)[C@H](CN(C)Cc2ccccn2)Oc2ncc(C3=CCCC3)cc2C1=O do in these assays?
BioA inh: 1.3

What do the screens show for `COCC#Cc1cnc2c(c1)C(=O)N([C@@H](C)CO)C[C@H](C)[C@@H](CN(C)S(C)(=O)=O)O2`?
BioA inh: -0.9

How did COCC#Cc1cnc2c(c1)C(=O)N([C@H](C)CO)C[C@H](C)[C@@H](CN(C)C(=O)Nc1cccc(F)c1)O2 do in these assays?
BioA inh: 11

What do the screens show for `CN1CCN(C(=O)C[C@H]2C[C@@H]3c4cc(NC(=O)c5ccc6c(c5)OCO6)ccc4O[C@@H]3[C@H](CO)O2)CC1`?
BioA inh: 6.5

What do the screens show for `COCC#Cc1cnc2c(c1)C(=O)N([C@H](C)CO)C[C@@H](C)[C@@H](CN(C)C(=O)NC1CCCC1)O2`?
BioA inh: 1.1

How did C[C@@H]1CN([C@@H](C)CO)C(=O)c2cc(NC(=O)c3ccncc3)ccc2O[C@@H](C)CCCCO[C@H]1CN(C)C(=O)Nc1cccc2ccccc12 do in these assays?
BioA inh: -5.0

How did O=C(C[C@H]1CC[C@@H]2NC[C@H](O)COC[C@H]2O1)Nc1nccs1 do in these assays?
BioA inh: -0.2

How did COCCNC(=O)C[C@@H]1CC[C@@H]2[C@H](COC[C@@H](O)CN2C(=O)Nc2ccc3c(c2)OCO3)O1 do in these assays?
BioA inh: 4.4

How did C[C@H]1CN([C@@H](C)CO)C(=O)Cc2cc(NC(=O)CCCN(C)C)ccc2O[C@H]1CN(C)CC1CCCCC1 do in these assays?
BioA inh: 0.3

How did C[C@@H]1CN([C@H](C)CO)S(=O)(=O)c2ccc(C#Cc3ccc(F)cc3)cc2O[C@@H]1CN(C)S(=O)(=O)c1cn(C)cn1 do in these assays?
BioA inh: 0.1

How did COC(=O)C(CC#Cc1ccc2c(c1)[C@]1(C(=O)N2)[C@H](c2ccccc2OCCO)N2[C@H](c3ccccc3)[C@H](c3ccccc3)OC(=O)[C@H]2[C@@H]1C(=O)N1CCCCCCC1)C(=O)OC do in these assays?
BioA inh: -0.3

What do the screens show for `C[C@H](CO)N1C[C@H](C)[C@H](CN(C)C(=O)c2ccncc2)OCCCC[C@H](C)Oc2ccc(NS(=O)(=O)c3ccc(F)cc3)cc2C1=O`?
BioA inh: -0.3

Results for C[C@@H]1CN([C@@H](C)CO)C(=O)c2cc(NC(=O)Nc3ccc(F)cc3)ccc2O[C@@H]1CN(C)S(=O)(=O)c1ccccc1 ?
BioA inh: 2.3

Results for O=C(N[C@@H]1CC[C@@H](CCNS(=O)(=O)Cc2ccccc2)O[C@@H]1CO)c1cnccn1 ?
BioA inh: 1.2

What do the screens show for `COCC(=O)N1C[C@@H](C)[C@@H](OC)CN(C)C(=O)c2ccc(NS(C)(=O)=O)cc2OC[C@H]1C`?
BioA inh: -0.8

Results for C[C@@H]1CN([C@H](C)CO)C(=O)c2cc(N(C)C)ccc2O[C@H]1CN(C)Cc1ccc(Oc2ccccc2)cc1 ?
BioA inh: 0.3

How did CCCC#Cc1ccc([C@@H]2[C@H](C#N)N(C(=O)CN3CCOCC3)[C@H]2CO)cc1 do in these assays?
BioA inh: -2.2

What do the screens show for `COc1ccc(-c2ccc([C@@H]3[C@@H](C#N)N(C(=O)c4cccnc4)[C@H]3CO)cc2)cc1`?
BioA inh: -1.5

How did CN1C(=O)c2cc(NC(=O)Cc3ccccc3)ccc2OC[C@H]2O[C@@H](CC(=O)O)CC[C@H]21 do in these assays?
BioA inh: 24

What do the screens show for `CCC(=O)N1CCCCN2[C@@H](CO)[C@@H](c3ccc(-c4ccc(F)cc4)cc3)[C@@H]2C1`?
BioA inh: -3.3

Results for CCS(=O)(=O)Nc1ccc2c(c1)C(=O)N(C)[C@@H]1CC[C@@H](CC(=O)NCc3ccc(OC)cc3)O[C@H]1CO2 ?
BioA inh: -1.7

Results for C[C@@H]1CN([C@@H](C)CO)S(=O)(=O)c2ccc(Br)cc2O[C@@H]1CN(C)Cc1ccc2c(c1)OCO2 ?
BioA inh: 0.8

How did Cc1ccc(S(=O)(=O)Nc2ccc3c(c2)CC(=O)N([C@@H](C)CO)C[C@H](C)[C@@H](CN(C)S(=O)(=O)c2c(C)noc2C)O3)cc1 do in these assays?
BioA inh: -3.9

What do the screens show for `C[C@@H]1CCCCO[C@H](CN(C)Cc2ccc(C(=O)O)cc2)[C@H](C)CN([C@H](C)CO)C(=O)c2cc(NC(=O)c3ccccc3)ccc2O1`?
BioA inh: -1.6

How did CCCN(C)C[C@H]1OCCCC[C@H](C)Oc2ccc(NS(=O)(=O)c3ccc(C)cc3)cc2C(=O)N([C@H](C)CO)C[C@H]1C do in these assays?
BioA inh: -0.6

How did C[C@@H]1CN([C@@H](C)CO)C(=O)c2cc(NC(=O)Nc3ccc(F)cc3)ccc2O[C@@H](C)CCCCO[C@H]1CN(C)S(=O)(=O)c1cccs1 do in these assays?
BioA inh: -2.3

How did C[C@H](CO)N1C[C@H](C)[C@@H](CN(C)CC2CCOCC2)Oc2cc(-c3cccnc3)ccc2S1(=O)=O do in these assays?
BioA inh: -2.0

How did C[C@H](CO)N1C[C@H](C)[C@H](CN(C)Cc2ccc(-c3ccccc3)cc2)Oc2c(NS(=O)(=O)c3ccc(Cl)cc3)cccc2C1=O do in these assays?
BioA inh: -6.5

Results for O=C(C[C@H]1CC[C@@H]2[C@H](COC[C@@H](O)CN2Cc2cccc(-c3ccncc3)c2)O1)N1CCN(c2ccccc2)CC1 ?
BioA inh: -1.1

How did C[C@@H]1CN([C@H](C)CO)C(=O)c2c(c3ccccc3n2C)-c2ccccc2CO[C@H]1CN(C)C(=O)[C@H](Cc1ccccc1)N(C)C do in these assays?
BioA inh: 2.1

How did C[C@H]1CN([C@@H](C)CO)C(=O)Cc2cc(NC(=O)CCCCCC(=O)Nc3ccccc3N)ccc2O[C@H]1CN(C)S(=O)(=O)c1cccs1 do in these assays?
BioA inh: 0.2

How did C[C@H](NC(=O)C[C@@H]1C=C[C@H](NS(=O)(=O)c2cccc(F)c2)[C@H](CO)O1)c1ccccc1 do in these assays?
BioA inh: -5.8

How did C[C@@H]1CCCCO[C@H](CN(C)S(=O)(=O)c2ccc(Cl)cc2)[C@H](C)CN([C@@H](C)CO)C(=O)c2cc(NC(=O)Nc3ccc(C(F)(F)F)cc3)ccc2O1 do in these assays?
BioA inh: -1.2

How did Cc1cc(C(=O)Nc2cccc3c2O[C@@H](CN(C)S(=O)(=O)c2cn(C)cn2)[C@@H](C)CN([C@H](C)CO)C3=O)n(C)n1 do in these assays?
BioA inh: -0.9

Results for CCCN1[C@@H]2c3ccc(-c4cccnc4)c(=O)n3C[C@H]1[C@H](CO)[C@H]2C(=O)NCCc1cn(C)cn1 ?
BioA inh: 5.1

What do the screens show for `CO[C@H]1CN(C)C(=O)c2ccc(NC(=O)c3cnccn3)cc2OC[C@H](C)N(C)C[C@H]1C`?
BioA inh: -1.0

How did Cc1noc(C)c1S(=O)(=O)Nc1ccc2c(c1)C(=O)N([C@H](C)CO)C[C@@H](C)[C@@H](CN(C)S(=O)(=O)c1ccc(Cl)cc1)OCCCC[C@H](C)O2 do in these assays?
BioA inh: -2.7

How did Cc1ccc(S(=O)(=O)Nc2ccc3c(c2)C(=O)N([C@H](C)CO)C[C@@H](C)[C@H](CN(C)CC2CCCCC2)OCCCC[C@@H](C)O3)cc1 do in these assays?
BioA inh: -0.5

How did C[C@@H]1CN([C@H](C)CO)C(=O)Cc2cc(NS(C)(=O)=O)ccc2O[C@@H]1CN(C)Cc1ccc(C(=O)O)cc1 do in these assays?
BioA inh: -0.2

What do the screens show for `COc1ccc(NC(=O)N(C)C[C@@H]2OCCCC[C@H](C)Oc3ccc(NS(=O)(=O)c4cccs4)cc3C(=O)N([C@H](C)CO)C[C@@H]2C)cc1`?
BioA inh: -6.2

Results for O=C([C@H]1[C@H](CO)[C@H]2Cn3c(ccc(/C=C/c4ccccc4)c3=O)[C@@H]1N2)N1CCCCC1 ?
BioA inh: -0.7

What do the screens show for `C[C@H](CO)N1C[C@H](C)[C@H](CN(C)Cc2ccc(-c3ccccc3)cc2)Oc2c(NC(=O)Nc3ccccc3)cccc2C1=O`?
BioA inh: -1.9

What do the screens show for `CCCNC(=O)N1[C@H](CO)[C@H](c2ccc(C3=CCCC3)cc2)[C@H]1CNC(=O)CC`?
BioA inh: -3.4

How did CCS(=O)(=O)Nc1ccc2c(c1)C(=O)N(C)C[C@H](OC)[C@H](C)CN(C(C)=O)[C@@H](C)CO2 do in these assays?
BioA inh: 0.3

Entries above with an aryl methoxy group:
Results for COc1ccccc1-c1ccc2c(c1)O[C@@H](CN(C)CC1CCOCC1)[C@H](C)CN([C@H](C)CO)S2(=O)=O ?
BioA inh: -1.7

What do the screens show for `COc1ccc(NC(=O)Nc2ccc3c(c2)CC(=O)N([C@H](C)CO)C[C@H](C)[C@H](CN(C)S(=O)(=O)c2cccs2)O3)cc1`?
BioA inh: -0.2

How did COc1ccc(S(=O)(=O)Nc2ccc3c(c2)CC(=O)N([C@@H](C)CO)C[C@@H](C)[C@H](CN(C)C(=O)Nc2ccc(C(F)(F)F)cc2)O3)cc1 do in these assays?
BioA inh: -0.1

What do the screens show for `COc1ccc(S(=O)(=O)N(C)C[C@H]2Oc3ccc(NS(=O)(=O)c4ccc(Cl)cc4)cc3C(=O)N([C@@H](C)CO)C[C@H]2C)cc1`?
BioA inh: -0.7

Results for COc1ccc(CN(C)C[C@@H]2Oc3ccc(NS(=O)(=O)c4ccc(OC)cc4)cc3C(=O)N([C@@H](C)CO)C[C@H]2C)cc1 ?
BioA inh: 1.4

What do the screens show for `COc1ccc(-c2ccc([C@@H]3[C@@H](C#N)N(C(=O)c4cccnc4)[C@H]3CO)cc2)cc1`?
BioA inh: -1.5

Results for CCS(=O)(=O)Nc1ccc2c(c1)C(=O)N(C)[C@@H]1CC[C@@H](CC(=O)NCc3ccc(OC)cc3)O[C@H]1CO2 ?
BioA inh: -1.7

What do the screens show for `COc1ccc(NC(=O)N(C)C[C@@H]2OCCCC[C@H](C)Oc3ccc(NS(=O)(=O)c4cccs4)cc3C(=O)N([C@H](C)CO)C[C@@H]2C)cc1`?
BioA inh: -6.2
